# Compound activity from PubChem.
# EPAC2 agonist: agonists of human EPAC2 (RAPGEF4) | Potency, µM (doses to about 154 µM), for inactives: at the top dose activation, hits mostly activators | EPAC2 activation, biochemical qHTS; response scale: 100% = 6.5 mM cAMP response | 360,000 tested, 0.079% active; also: nearly all actives have a fitted effect of over 50% in size
#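 Each well held 100 nM EPAC2, 250 nM RAP1B-BODIPY-GDP and 50 uM GDP. Fluorescence, read at 5-min intervals to 30 min, was referenced to a 6.5 mM cAMP positive control.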
# aSyn rescue: alpha-synuclein toxicity inhibition in yeast; Yeast expressing alpha-synuclein, growth rescue, BacTiter-Glo, 24 h; Potency, µM (doses to about 46.1 µM), for inactives: at the highest dose growth rescue (activation), actives largely listed as activators; 370,000 tested, 0.14% active; also: % of control where 0% means no effect; nearly all actives have a fitted effect of over 65% in size
#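 Rescue of yeast growth: cells expressing toxic alpha-synuclein, induced in galactose at OD600 0.02, incubated with compound 24 h at 30 C. ATP luminescence quantified growth; inhibitors of toxicity appear as activators.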
# EPAC2 antagonist: blocks human EPAC2 exchange factor; Q8WZA2; EPAC2 GEF exchange of Rap1B-BODIPY-GDP, fluorescence; Potency, µM (titrated, usually from 114 µM), without a hit: at the top dose activity, negative = inhibition, hits mostly inhibitors; 360,000 tested, 0.18% active; AID 720708; also: % is scaled to controls: 0 for no effect and ±100 for the full control effect; nearly all actives have a fitted effect of over 45% in size; many of its hits are not listed in these tables
# EPAC1 agonist: agonists of human EPAC1; O95398; EPAC1 agonist qHTS, biochemical assay; response scale: 100% = response to 6.5 mM cAMP; Potency, µM (top dose mostly 154 µM), for inactives: at the highest dose activation, actives largely listed as activators; 360,000 tested, 0.073% active; AID 720707; also: nearly all actives have a fitted effect of over 60% in size
# Target sequence (O95398 whole entry, looked up): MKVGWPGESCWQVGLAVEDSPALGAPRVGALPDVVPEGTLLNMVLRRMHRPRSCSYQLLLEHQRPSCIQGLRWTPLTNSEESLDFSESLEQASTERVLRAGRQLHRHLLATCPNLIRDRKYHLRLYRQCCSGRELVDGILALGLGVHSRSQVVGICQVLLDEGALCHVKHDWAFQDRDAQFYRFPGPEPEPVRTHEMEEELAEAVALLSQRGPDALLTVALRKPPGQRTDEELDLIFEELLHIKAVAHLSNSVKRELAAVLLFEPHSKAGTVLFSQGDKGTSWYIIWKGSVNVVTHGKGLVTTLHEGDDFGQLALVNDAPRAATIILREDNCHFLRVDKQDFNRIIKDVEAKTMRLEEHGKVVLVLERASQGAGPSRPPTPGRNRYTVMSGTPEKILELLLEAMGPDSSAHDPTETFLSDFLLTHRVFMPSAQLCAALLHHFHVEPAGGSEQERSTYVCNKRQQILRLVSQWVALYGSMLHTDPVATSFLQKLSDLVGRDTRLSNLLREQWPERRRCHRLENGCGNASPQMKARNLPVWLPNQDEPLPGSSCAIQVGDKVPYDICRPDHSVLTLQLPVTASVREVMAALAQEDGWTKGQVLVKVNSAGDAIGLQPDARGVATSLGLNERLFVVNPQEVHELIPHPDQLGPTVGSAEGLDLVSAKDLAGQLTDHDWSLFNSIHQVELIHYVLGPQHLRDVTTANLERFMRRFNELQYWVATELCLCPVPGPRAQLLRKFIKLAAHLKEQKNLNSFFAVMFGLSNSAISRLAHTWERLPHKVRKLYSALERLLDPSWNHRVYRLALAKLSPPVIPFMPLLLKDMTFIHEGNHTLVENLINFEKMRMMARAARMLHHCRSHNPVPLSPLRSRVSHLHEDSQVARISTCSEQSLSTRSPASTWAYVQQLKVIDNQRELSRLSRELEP
#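 Nucleotide exchange assay: 100 nM EPAC1 with 250 nM Rap1B loaded with BODIPY-GDP and 50 uM GDP, room temperature. Fluorescence (480/540 nm) read every 5 min for 30 min; signal change normalized to 6.5 mM cAMP as full agonist.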
# PTHR1 ag: PTHR1 (human) receptor agonism | HEK293 GP2 PTHR1 cells, GloSensor cAMP luminescence, 1 h | Potency, µM (series often up to 115 µM), for the others: at the top dose activation, usual class: activators | Q03431 | 410,000 tested, 0.075% active | AID 743266; also: nearly all actives have a fitted effect of over 55% in size; some results filed as inactive show a strong effect at the top dose; inactives centre near -15; many of its hits are not listed in these tables
#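 HEK-293-derived GP2 cells expressing PTHR1 and a GloSensor cAMP reporter, 3,000/well, plated overnight, given luciferin plus IBMX (each 0.5 mM as added) for 1 h at 37 °C, then compound for 1 h at 37 °C. Luminescence was read after 15 min at room temperature.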
# TDP-43 yeast inh: rescues yeast growth from TDP-43 toxicity; TDP-43 expressing yeast growth rescue, BacTiter-Glo, 24 h; Potency, µM (series often up to 46.1 µM), for the others: at the highest dose growth rescue (activation), most hits filed as activators; 410,000 tested, 1.8% active; AID 652104; also: % of control where 0% means no effect; nearly all actives have a fitted effect of over 50% in size
#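 Yeast cells expressing TDP-43 under galactose induction are exposed to compounds for 24 hr at 30 deg C. BacTiter-Glo luminescence measures growth, so protective compounds score as activators.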
# FUS yeast rescue: FUS proteinopathy suppression in yeast; S. cerevisiae FUS-expressing, growth rescue, OD600, 24 h; Potency, µM (doses to about 76.6 µM), for inactives: at the highest dose growth rescue (activation), actives largely listed as activators; 390,000 tested, 0.24% active; AID 1347120;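 also: plate controls were DMSO vehicle for no effect and reference control for full effect; nearly all actives have a fitted effect of over 55% in size; some results filed as inactive show a strong effect at the top dose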
#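 Quantitative HTS measuring growth restoration of FUS-toxic yeast. Galactose-induced cells (OD 0.005) were exposed 24hr at 30C to compounds at several concentrations, then absorbance at 600 nm was recorded.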
# EPAC1 antagonist: antagonists of human EPAC1; 360,000 tested, 0.14% active; AID 720709; Potency, µM (series often up to 115 µM), for inactives: at the top dose activity change, negative = inhibition, hits mostly inhibitors; O95398; EPAC1 GEF assay, Rap1b-BODIPY-GDP exchange fluorescence;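 also: plate controls were vehicle for no effect and positive control for full effect; nearly all actives have a fitted effect of over 50% in size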
# * = called active by the depositor; i = inactive; ? = inconclusive; nt = not tested or not shown; & = joins results of further samples; [ ] = dose if it differs, or a comment. Calls follow the shape of the dose curve; as a rule, active = well fitted curve in the direction sought with a large enough effect; inconclusive = small, poorly fitted or top-dose-only effect, or another doubt; inactive = no such curve, though single readings can be large; an effect the other way counts as inactive or inconclusive. Potency is read from the fitted curve at half-maximal effect. Some of the compounds tested, so the mix of outcomes need not match the whole.
SMILES,EPAC2 agonist,aSyn rescue,EPAC2 antagonist,EPAC1 agonist,PTHR1 ag,TDP-43 yeast inh,FUS yeast rescue,EPAC1 antagonist
O=C(COC(=O)COc1ccc(Cl)cc1)Nc1cccnc1Cl,8%,-11%,13%,0%,-19%,-12%,-35%,1%
COc1ccc(N(Cc2ccccc2)S(=O)(=O)c2cccc(C(=O)Nc3ccccn3)c2)cc1,11%,-14%,-8%,10%,-1%,-10%,nt,-9%
OC(CN1C2=NCCN2c2ccccc21)c1ccc(Br)cc1 (centres undefined),6%,-8%,5%,4%,-4%[57.5 µM],-7%,-5%,13%
Cc1ccccc1NC(=O)CSc1ccc(-c2ccc(-n3cccn3)cc2)nn1,-4%,-1%,-1%,-6%,i,24%,2%,4%
COc1ccc(Nc2oc(COc3ccc(C)cc3)nc2C#N)cc1,6%,nt,-11%,14%,-47%[inhibitor],22µM*,3%,-5%
C[C@@H]1CN([C@H](C)CO)C(=O)c2cc(NC(=O)Nc3ccc(F)cc3)ccc2O[C@@H](C)CCCCO[C@H]1CN(C)Cc1ccc(C(=O)O)cc1,6%,-2%,7%,-10%,-23%,22%,16%,6%
CCOC(=O)N1CCN(C(=O)C2COc3ccccc3O2)CC1 (centres undefined),4%,1%,-4%,7%,i,15%,-6%,-6%
CC(C)c1ccc(C2C3=C(CC(C)(C)CC3=O)NC3=C2C(=O)c2ccccc23)cc1 (centres undefined),10%,5%,-11%,17%,-13%[57.5 µM],-16%,57%,-10%
CCCCN(C(=O)CCn1c(=O)oc2ccccc21)c1ccccc1,8%,8%&8%,-8%,5%,-6%&-3%,?,-9%&7%,-1%
C=CCSc1nc(N)c2c3c(sc2n1)CN(C)CC3,16%,-2%,-2%,4%,-21%,0%,-5%,6%
COc1ccc(C(=O)Nc2ccccc2NC(=O)c2ccco2)cc1OC,4%,0%,-2%,5%,i,-6%,8%,-4%
Cc1cccc(N2CCN(C(c3ccc(N(C)C)cc3)c3nnnn3C(C)(C)C)CC2)c1C (centres undefined),0%,2%,-2%,4%,i,4%,6%,7%
Cc1ccc(N2CCN(S(=O)(=O)c3c(C)noc3C)CC2C)cc1 (centres undefined),5%,4%,-7%,5%,-7%,26%,20%,-22%
CN(C)c1ccnc(-n2cccc2/C=N/OCc2cccc(F)c2)c1C#N,-8%,12%,0%,0%,-33%[inhibitor],?,39%,3%
Cc1cccc(N2CCN(c3ncnc4onc(C)c34)CC2)c1C,nt,?,nt,nt,i,17%,-9%,nt
CCOc1ccc(N(CC(=O)Nc2cc(Cl)ccc2C)S(C)(=O)=O)cc1,13%,1%,-16%,-10%,-7%,12%,4%,-12%
CC(C)N1CC(C(=O)Nc2nc3ccccc3s2)CC1=O (centres undefined),1%,-4%,0%,2%,i,8%,7%,-5%
CC1SC(C)C(=O)N(CC(=O)NCc2ccc(F)cc2)C1=O (centres undefined),9%,1%,11%,12%,i,-7%,-14%,11%
CN(C)/C=C(/C(=O)c1ccc(Cl)cc1)S(C)(=O)=O,10%,-3%,14%,2%,i,3%[9.22 µM],-2%,-8%
Cc1ccccc1Nc1nc(N)nc(COC(=O)[C@@H](NC(=O)c2c(F)cccc2F)C(C)C)n1,-4%,-5%,-5%,-2%,i,2%,17%,-15%
O=C1NC[C@@H](CCCCN2CCN(CC3CCCCC3)C(=O)C2=O)N(CC2CCCCC2)C1=O,0%,-2%,4%,-24%,?,-5%,11%,-16%
Cc1cc(-c2ccccc2)nc2cc(C(=O)NCCCn3ccnc3)nn12,-2%,-12%,-3%,-2%,i,-15%,8%,8%
CCN(CC(=O)NCc1cccs1)S(=O)(=O)c1c(F)cccc1F,7%,7%,4%,-3%,-7%,9%,-2%,9%
Fc1ccc(N/N=C2/CC(c3ccccc3)Oc3ccccc32)c(F)c1 (centres undefined),6%,16%,-1%,3%,-1%,17%,nt,-8%
N=C1C(=O)OCC1c1ccccc1NC(=O)c1ccc(F)cc1 (centres undefined),8%,-4%,-4%,6%,2%,1%,nt,-14%

# Part of the list above, with two lines to a compound:
# Each structure is followed by: EPAC2 agonist | aSyn rescue | EPAC2 antagonist | EPAC1 agonist | PTHR1 ag | TDP-43 yeast inh | FUS yeast rescue | EPAC1 antagonist
> CC(C)N1CC(C(=O)Nc2nc3ccccc3s2)CC1=O (centres undefined)
    1% | -4% | 0% | 2% | i | 8% | 7% | -5%
> CC1SC(C)C(=O)N(CC(=O)NCc2ccc(F)cc2)C1=O (centres undefined)
    9% | 1% | 11% | 12% | i | -7% | -14% | 11%

# The listing picks up, starting 2 compounds before the break.
SMILES,EPAC2 agonist,aSyn rescue,EPAC2 antagonist,EPAC1 agonist,PTHR1 ag,TDP-43 yeast inh,FUS yeast rescue,EPAC1 antagonist
Fc1ccc(N/N=C2/CC(c3ccccc3)Oc3ccccc32)c(F)c1 (centres undefined),6%,16%,-1%,3%,-1%,17%,nt,-8%
N=C1C(=O)OCC1c1ccccc1NC(=O)c1ccc(F)cc1 (centres undefined),8%,-4%,-4%,6%,2%,1%,nt,-14%
Cc1ccc(Cl)cc1N1CCN(C(=O)C(C)n2ncn3cccc3c2=O)CC1 (centres undefined),4%,19%,?,-6%,-30%&8%,-16%&-18%,23%&31%,-4%
COc1cc(NC(=O)CSCC(=O)Nc2cccc(C(F)(F)F)c2)c(Cl)cc1Cl,6%,-27%,-16%,?,i,29%,10%,-18%
CN(C)c1ncc(C2=C(Cl)C(=O)C(N3CCCC3)=C(Cl)C2=O)s1,13%,4%,-4%,11%,-20%[57.5 µM],-31%[inhibitor],?,?
CC(C)(C)c1ccc2c(c1)C(=O)c1ccccc1C2=O,6%,-2%,-7%,-3%,-35%[inhibitor],-1%[0.397 µM],-6%,5%
Cc1cccc(OCC(=O)Nc2ccc(S(=O)(=O)N3CCCC3)cc2)c1,19%,0%,-22%,6%,-69%[inhibitor],0%,21%,-24%
Cc1ccc2c(c1)c1c(n2CC2COC(C)(C)O2)C(=O)CCC1 (centres undefined),-6%,0%,0%,0%,-5%,13µM*,15%,-13%
Cc1ncc(CO)c(CNc2ccc(Oc3ccccc3)cc2)c1O,2%,0%,-2%,2%,-47%,-5%,20%,-8%
c1ccc(COc2cccc(-c3cc4nc(NCCOc5ccccc5)ccn4n3)c2)cc1,16%,4%,8%,8%,-14%,18%,32%,-20%
CC(OC(=O)CCN1C(=O)C2CC=CCC2C1=O)C(=O)Nc1cccc(Cl)c1 (centres undefined),26%,-1%,1%,-8%,-32%[inhibitor],13%,5%,-6%
CCOC(=O)c1ccc(Nc2sc(C(=O)c3cccc([N+](=O)[O-])c3)c(N)c2C#N)cc1,6%,-1%,1%,-6%,-53%[inhibitor],13%,-21%,-12%
CC(C)C(=O)Nc1cccc(-c2cn3ccsc3n2)c1,0%,-7%,1%,2%,-9%[57.5 µM],16%,15%,6%
COc1cc(Br)c(CNc2cc(C)ccc2C)cc1OC,10%,19%,?,-2%,-36%[inhibitor],?,20%,-17%
CCc1cc(-c2[nH]ncc2-c2nc3ccccc3n2C)c(O)cc1O,13%,-5%,-3%,4%,1%,11%,6%,10%
CCc1nc2ccccc2nc1N1CCN(S(=O)(=O)c2ccc(Cl)cc2)CC1,19%,6%,4%,10%,i,-13%,12%,-14%
CCNC(=O)CN(CCc1ccccc1)S(C)(=O)=O,-3%,-8%,7%,-10%,26%[57.5 µM],-6%,-18%,9%
O=C(N/N=C/C=C/c1ccccc1)C(O)c1ccccc1 (centres undefined),6%,-1%,17%,3%,-14%,-17%,10%,18%
OCC#Cc1ncc(C(F)(F)F)cc1Cl,2%,-1%,17%,-6%,i,-14%,3%,4%
Cc1cc(NC(=O)CSCCc2ccncc2)no1,0%,6%,5%,10%,-2%,23%,-30%,4%
COc1ccccc1/C=N\N=C(\N)c1ccccn1,5%,-10%,2%,8%,-47%[inhibitor],24%,-5%,-27%
CC(C)(C)c1ccc(CC(=O)N2CCC2(C)C(=O)NCc2ccc(Cl)cc2)cc1 (centres undefined),-12%,0%,?,-12%,-76%[inhibitor],0%,?,-25%
COc1ccc(Br)cc1/C(C)=N/NC1=NCCN1,5%,0%,-5%,1%,-38%[inhibitor],7%,nt,-7%
CC(NC(=O)C12CC3CC(CC(C3)C1)C2)C(=O)N/N=C/C1=C(N2CCOCC2)C(=C\c2ccccc2)/CC1 (centres undefined),7%,5%,6%,-11%,i,5%,?,-19%
CCc1ccc(C(=O)NC(CCSC)C(=O)OC)cc1 (centres undefined),6%,8%,2%,5%,i,28%,-7%,4%
COc1ccc(N(C(=O)c2ccco2)C(C(=O)NC2CCCC2)c2cccs2)cc1OC (centres undefined),1%,-2%,2%,-5%,i,3%,16%,8%
CCCCNC(=O)N1CCN(C(=O)C2CCCO2)CC1 (centres undefined),-6%,-2%,11%,-9%,-1%,-23%[0.397 µM],13%,7%
# Going on with the list:
SMILES,EPAC2 agonist,aSyn rescue,EPAC2 antagonist,EPAC1 agonist,PTHR1 ag,TDP-43 yeast inh,FUS yeast rescue,EPAC1 antagonist
CCC1CN(C(=O)N2CCC(C(=O)NCc3ccccc3OC)CC2)c2ccccc2O1 (centres undefined),-10%,10%,5%,-15%,-1%,-23%,23%,-22%
Cc1ccc(N)c2c1OCCC2=O,7%,1%,-5%,3%,14%,2%,nt,-11%
Cc1noc(C)c1COc1cccc(C(=O)N(C)Cc2cccs2)c1,3%,1%,-2%,9%,-44%,?,-6%,4%
CCn1c2ccccc2c2cc(NC(=O)COC(=O)c3cc(S(=O)(=O)N4CCCCC4)ccc3Cl)ccc21,-11%,-3%,3%,4%,i,20%,nt,?
COc1cccc2c(SCC(=O)N/N=C/c3ccc(O)cc3O)cc(C)nc12,3%,-10%,0%,12%,-2%,-4%,16%,0%
Cc1ccc2nc(-c3ccccc3)c(CC3CCCCC3)n2c1,14%,-2%,-9%,-8%,-10%,0%,16%,-14%
O=C(CNc1cccc(S(=O)(=O)N2CCCC2)c1)Nc1ccc(F)c(F)c1,11%,-12%,-27%,2%,i,-6%,24%,-11%
CCCOc1ccc(C(=O)CCC(=O)OC(C)C(=O)Nc2ccc(NC(C)=O)cc2)cc1 (centres undefined),-3%,1%,20%,-17%,i,23%,9%,2%
c1ccc(-n2ncc3c(NCc4ccco4)ncnc32)cc1,1%,1%,1%,-5%,-30%,24%,10%,-1%
N#CCc1nn2c3c(cnc2c1C#N)C(=O)CCC3,8%,-3%,6%,5%,-1%,9%,14%,-2%
CCOc1cc(/C=C/C(=O)O)ccc1OCCOc1ccccc1,16%,-2%,6%,-2%,54%,-17%,36%,7%
CCOP(=O)(/C(C#N)=C(\C)O)c1ccccc1 (centres undefined),4%,-1%,3%[57.1 µM],-3%,i,-6%,-16%,-12%
COc1ccc(/C(C)=N/NC(=O)c2sccc2-n2cccc2)cc1,8%,-6%,1%,-6%,10%,-26%[0.397 µM],29%,19%
